High-throughput results from PubChem BioAssay.
APOBEC3A inh: blocks human APOBEC3A ssDNA deamination. P31941. recombinant A3A, FAM/TAMRA ssDNA deamination fluorescence. inhibition, % at 20 µM. 330,000 compounds, 0.41% hits. AID 493011;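 active = at least 40% inhibition at 20 µM here, with at most 30% in a related deaminase screen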;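 also: plate controls were A3A with DMSO for no effect and wells lacking A3A enzyme for full effect; some results filed as inactive read as strong as hits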
Target sequence (P31941 whole entry, looked up): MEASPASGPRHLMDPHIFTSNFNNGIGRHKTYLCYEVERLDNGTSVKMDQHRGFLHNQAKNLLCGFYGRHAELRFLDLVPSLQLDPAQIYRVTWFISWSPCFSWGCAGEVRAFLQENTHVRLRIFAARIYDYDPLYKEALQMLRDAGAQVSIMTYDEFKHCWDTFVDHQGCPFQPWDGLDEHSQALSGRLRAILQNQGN
MIN6 prolif: induces beta-cell replication in MIN6 cells; proliferation, % at 10 µM; 330,000 compounds, 0.29% hits; AID 2380; MIN6 cells proliferation, ATPlite luminescence, 48 h; cells starved in 0.2% serum; 100% = growth in 10% serum;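 active = compounds whose signal lies at least 3.5 SD above the mean of all wells on their plate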;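 also: 0% = DMSO-treated cells in low-serum medium and 100% = 10% serum control; some compounds called inactive have numbers as strong as hits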
mIAP activ: mouse IAP activation | AID 2805 | 330,000 compounds, 0.24% hits | muIAP, CDP-Star luminescence, 30 min; active compounds read high; 1 = vehicle-only enzyme signal, 0 = enzyme-free wells | activation factor at 10 µM;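 active = activation factor of at least 2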; also: the source names both 10 and 20 µM as test concentration; values of inactives mirror those of a sister screen read the other way
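System: mouse IAP enzyme. Reagent: CDP-Star chemiluminescent phosphatase substrate. Benchmarks: DMSO wells, no-enzyme wells. Times: 30 min enzyme-substrate-compound incubation at room temperature. Detection: luminescence from enzymatic CDP-Star hydrolysis. Doses: test compounds delivered from DMSO solution.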
APOBEC3G inh: APOBEC3G (human) deaminase inhibition; Q9HC16; recombinant A3G, ssDNA deamination FAM/TAMRA fluorescence; AID 493012; inhibition, % at 20 µM; 330,000 compounds, 0.28% hits;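 active = inhibition of at least 40% at 20 µM, with no more than 30% in the related APOBEC3A deaminase screen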;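 also: plate controls were DMSO wells with A3G for no effect and wells lacking A3G enzyme for full effect; some compounds called inactive have numbers as strong as hits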
Target sequence (Q9HC16 whole entry, looked up): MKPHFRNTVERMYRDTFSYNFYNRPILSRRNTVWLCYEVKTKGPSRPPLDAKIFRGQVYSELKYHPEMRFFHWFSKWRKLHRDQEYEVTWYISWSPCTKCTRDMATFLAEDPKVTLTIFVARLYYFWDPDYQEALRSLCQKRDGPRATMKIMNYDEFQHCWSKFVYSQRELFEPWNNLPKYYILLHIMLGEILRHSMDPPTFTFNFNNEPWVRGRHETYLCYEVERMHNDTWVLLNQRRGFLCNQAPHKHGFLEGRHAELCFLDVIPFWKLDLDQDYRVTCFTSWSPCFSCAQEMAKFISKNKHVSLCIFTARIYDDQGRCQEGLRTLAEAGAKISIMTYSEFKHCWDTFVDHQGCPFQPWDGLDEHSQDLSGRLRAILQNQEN
NLRP3 yeast inh: blocks the NALP3 inflammasome reconstituted in yeast | 330,000 compounds, 0.39% hits | Yeast reconstituted NLRP3/ASC/caspase-1, beta-gal luminescence, 24 h | inhibition, % at 10 µM | AID 2825;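 active = inhibition of 50% or more; inactive = inhibition below 50%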;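 also: plate controls were induced DMSO wells for no effect and uninduced yeast grown without galactose for full effect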
TIM10 inh: TIM10 yeast growth inhibition; S. cerevisiae TIM10 strain growth, BacTiter-Glo luminescence, 24 h; inhibition, % at 10 µM; AID 463195; 330,000 compounds, 1.4% hits;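 active = inhibition of 40% or more at the single tested concentration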;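 also: wild-type TIM10 isogenic control strain grown at permissive 25 °C; 0% = DMSO yeast wells and 100% = minimal medium wells without yeast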
hIAP inh: blocks human intestinal alkaline phosphatase | purified IAP, CDP-Star luminescence, 30 min | inhibition, % at 10 µM | 330,000 compounds, 0.12% hits;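 active = inhibition reaching a set limit with compound at 10 µM in the primary screen, cut at about 35% in these data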;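 also: plate controls were DMSO wells with enzyme for no effect and no-enzyme buffer wells for full effect; values of inactives mirror those of a sister screen read the other way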
mIAP inh: blocks mouse intestinal alkaline phosphatase; purified mouse IAP, CDP-Star luminescence, 30 min; inhibition, % at 10 µM; 330,000 compounds, 0.2% hits;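 active = inhibition of at least 40% at 10 µM in the primary screen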;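 also: plate controls were DMSO with enzyme for no effect and no enzyme wells for full effect; values of inactives mirror those of a sister screen read the other way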
tim10-1 inh: growth inhibitors of tim10-1 mutant yeast | S. cerevisiae tim10-1 ts strain growth, BacTiter-Glo, 24 h | inhibition, % at 20 µM | 330,000 compounds, 2.2% hits | AID 463190;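 active = inhibition of at least 40%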;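 also: mutant grown at 25 °C; 0% = DMSO wells with yeast and 100% = wells holding no yeast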
* hit, by the source's call.

(1) CC(OC(=O)c1ccc([N+](=O)[O-])s1)C(=O)NC1CCCCC1C (stereo not given)
(2) O=C(Nc1ccc(S(=O)(=O)NCc2ccccc2)cc1)c1ccc(Br)o1
(3) CC(C)N(C(=O)CSc1nc2ccccc2n1Cc1ccc(F)cc1)C(C)C
(4) O=C(Nc1ccc(NC(=O)C2CCCCC2)nc1)c1ccccn1
(5) CCN(CC)S(=O)(=O)c1ccc(Cl)c(C(=O)NC)c1
(6) CC(C)(C)Cc1nnc(NC(=O)CSc2ccccc2)s1
(7) O=C(N=C1SC2CS(=O)(=O)CC2N1Cc1ccc(Cl)cc1)C1CC1 (stereo not given)
(8) COc1ccccc1NC(=O)Nc1ccc2[nH]c(=O)[nH]c2c1

assay / entry	1	2	3	4	5	6	7	8
APOBEC3A inh	-3	-3	-1	1	-13	5	-1	-3
MIN6 prolif	-6	2	-5	-2	-4	-4	-2	4
mIAP activ	1.1	0.93	1.1	1.1	0.91	0.87	1	1
APOBEC3G inh	-7	-6	-5	0	-5	36	-7	-5
NLRP3 yeast inh	9	10	8	15	1	0	0	-6
TIM10 inh	39	11	39	-1	-11	-1	2	8
hIAP inh	-1	-3	11	-4	-11	15	-2	8
mIAP inh	-9	7	-6	-14	9	13	-1	-3
tim10-1 inh	47*	12	24	-20	10	7	16	12

Shown in markdown: part of the list above.
| entry | Compound | APOBEC3A inh | MIN6 prolif | mIAP activ | APOBEC3G inh | NLRP3 yeast inh | TIM10 inh | hIAP inh | mIAP inh | tim10-1 inh |
| --- | --- | --- | --- | --- | --- | --- | --- | --- | --- | --- |
| 1 | CC(OC(=O)c1ccc([N+](=O)[O-])s1)C(=O)NC1CCCCC1C (stereo not given) | -3 | -6 | 1.1 | -7 | 9 | 39 | -1 | -9 | 47* |
| 2 | O=C(Nc1ccc(S(=O)(=O)NCc2ccccc2)cc1)c1ccc(Br)o1 | -3 | 2 | 0.93 | -6 | 10 | 11 | -3 | 7 | 12 |

Following part:
(9) CCOc1cc(C(=O)NCc2ccccc2)ccc1OCC(=O)N1CCOCC1
(10) CN(C)CC(C)(C)CNS(=O)(=O)c1cccc(Cl)c1Cl
(11) CC1(C)NC(=O)N(CC(=O)N2CCN(c3ccc([N+](=O)[O-])cc3)CC2)C1=O
(12) CCN(CC)S(=O)(=O)c1cccc(C(=O)Nc2cc(C)cc(C)c2)c1
(13) CN(c1ccc(OCC(=O)OCC(=O)Nc2ccc(OC(F)F)cc2)cc1)S(=O)(=O)c1cccs1
(14) COc1cccc(-c2cc(C(=O)Nc3ccncc3)c3ccccc3n2)c1
(15) NC(=O)NC(c1ccccc1)c1ccccc1
(16) O=C(NCc1ccccc1Cl)c1cnn2cccnc12

assay / entry	9	10	11	12	13	14	15	16
APOBEC3A inh	4	35	4	-3	-2	-3	-5	1
MIN6 prolif	-3	-2	-1	0	-2	-4	-2	0
mIAP activ	0.98	1.1	0.99	1.1	1	0.89	1.2	1
APOBEC3G inh	-1	13	2	-8	-8	-6	-2	1
NLRP3 yeast inh	5	-2	-10	5	2	10	0	9
TIM10 inh	-1	-3	8	31	-8	20	-1	10
hIAP inh	-6	-4	11	-23	6	-5	5	21
mIAP inh	2	-5	1	-12	-2	11	-16	-2
tim10-1 inh	-2	5	8	34	0	21	8	24

(17) O=C(CCNC(=O)c1ccccc1Cl)NCCC1=CCCCC1
(18) Cc1c(Cl)c([N+](=O)[O-])nn1CC(=O)N1CCN(C23CC4CC(CC(C4)C2)C3)CC1
(19) Cc1ccccc1C(=O)c1cccn1CC(=O)NCCN1CCN(c2cccc(C)c2C)CC1
(20) c1ccc(-c2ccnc3nc(N4CCN(c5ccccc5)CC4)nn23)cc1
(21) CCN1/C(=C2\C(=O)N(c3ccccc3)N=C2C)C=Cc2cc(C)ccc21
(22) O=C(Nc1c2c(nc3ccccc13)CCCC2)c1ccccc1Br
(23) Cc1ccsc1C(=O)N1CCC(CO)(Cc2ccccc2)CC1
(24) CCCn1c(CNc2ccccc2O)nc2ccccc21

assay / entry	17	18	19	20	21	22	23	24
APOBEC3A inh	0	6	2	-2	49*	-7	-3	4
MIN6 prolif	3	-2	-6	5	0	-3	-4	-5
mIAP activ	1	1.1	0.98	0.89	0.97	0.99	1.1	0.89
APOBEC3G inh	-10	-3	1	-2	18	-5	-5	1
NLRP3 yeast inh	14	14	14	16	5	13	1	38
TIM10 inh	0	-9	21	30	-5	15	3	25
hIAP inh	12	5	-21	-2	4	-28	-10	0
mIAP inh	0	-10	2	11	3	0	-10	11
tim10-1 inh	1	6	13	17	15	12	1	24

(25) CC(C)OP(=O)(OC(C)C)C(NC(=O)c1ccccc1)C(N)=O (stereo not given)
(26) Cc1cc(C)nc(N/N=C/C2=C(N3CCOCC3)C(=C/c3ccccc3)/CC2)n1
(27) CCOc1ccc(Cc2noc3c2C(=O)CC(C)(C)C3)cc1OCC
(28) Cc1ccn2cc(C(=O)Nc3ccc4c(c3)OCCO4)nc2c1
(29) COC(=O)CC(NC(=O)Nc1ccc(C)cc1)c1cccc([N+](=O)[O-])c1 (stereo not given)
(30) O=C(/C=C/c1ccc(Cl)cc1)Nc1ccc(Br)cn1

assay / entry	25	26	27	28	29	30
APOBEC3A inh	-1	-4	1	2	-5	1
MIN6 prolif	0	-5	-2	-2	-3	-4
mIAP activ	0.95	0.95	0.99	0.96	0.91	0.98
APOBEC3G inh	-1	-3	0	8	-20	1
NLRP3 yeast inh	11	8	16	30	5	-7
TIM10 inh	14	22	10	44*	2	-1
hIAP inh	14	12	15	4	2	-10
mIAP inh	5	4	1	4	9	2
tim10-1 inh	17	33	22	29	-1	14

Gathered by group, the compounds so far with four or more nitrogen atoms.
(4) O=C(Nc1ccc(NC(=O)C2CCCCC2)nc1)c1ccccn1
(8) COc1ccccc1NC(=O)Nc1ccc2[nH]c(=O)[nH]c2c1
(11) CC1(C)NC(=O)N(CC(=O)N2CCN(c3ccc([N+](=O)[O-])cc3)CC2)C1=O
(16) O=C(NCc1ccccc1Cl)c1cnn2cccnc12
(18) Cc1c(Cl)c([N+](=O)[O-])nn1CC(=O)N1CCN(C23CC4CC(CC(C4)C2)C3)CC1
(19) Cc1ccccc1C(=O)c1cccn1CC(=O)NCCN1CCN(c2cccc(C)c2C)CC1
(20) c1ccc(-c2ccnc3nc(N4CCN(c5ccccc5)CC4)nn23)cc1
(26) Cc1cc(C)nc(N/N=C/C2=C(N3CCOCC3)C(=C/c3ccccc3)/CC2)n1

assay / entry	4	8	11	16	18	19	20	26
APOBEC3A inh	1	-3	4	1	6	2	-2	-4
MIN6 prolif	-2	4	-1	0	-2	-6	5	-5
mIAP activ	1.1	1	0.99	1	1.1	0.98	0.89	0.95
APOBEC3G inh	0	-5	2	1	-3	1	-2	-3
NLRP3 yeast inh	15	-6	-10	9	14	14	16	8
TIM10 inh	-1	8	8	10	-9	21	30	22
hIAP inh	-4	8	11	21	5	-21	-2	12
mIAP inh	-14	-3	1	-2	-10	2	11	4
tim10-1 inh	-20	12	8	24	6	13	17	33
